M. tuberculosis: growth inhibition of non-replicating M. tuberculosis (AID 488890) | Mycobacterium tuberculosis non-replicating, growth inhibition; higher % means a stronger effect | inhibition, % at 25 µM, or IC50 in µM where a hit was titrated | 320,000 compounds, 0.39% hits; in the data active means a potency from the dose series; inconclusive means inhibition mostly from about 82% at the one dose, without a potency; inactive means the rest, 99 in 100 with inhibition below about 76%;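 further: plate controls were DMSO cells for no effect and high antibiotic wells for full effect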
VEEV TC-83 Vero: inhibitors of VEEV TC-83 cytopathic effect, confirmation, Vero cells (AID 588727). Vero cells, VEEV TC-83 cytopathic effect inhibition; higher % means a stronger effect. one-dose inhibition, % at 20 µM; IC50 in µM for titrated hits. 350,000 compounds, 0.13% hits; in the data active means a potency from the dose series; inconclusive means inhibition mostly from about 14% at the one dose, without a potency; inactive means the rest, 99 in 100 with inhibition below about 12%; further: strong numbers were not always called active
H37Rv inhibition: M. tuberculosis growth inhibition, HTS (AID 449762) | M. tuberculosis H37Rv growth inhibition, 7H9 media; higher % means a stronger effect | inhibition, % at 25 µM; hits with a dose series show IC50 in µM | 330,000 compounds, 0.59% hits; in the data active means a potency from the dose series; inconclusive means inhibition above about 70% without an active follow-up result;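 further: bacterial growth assessed after seven days of incubation; strong numbers were not always called active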
Salmonella PhoP GFP: PhoP regulon inhibitors, Salmonella typhi PhoP promoter GFP reporter, confirmatory (AID 1850). Salmonella Typhi PhoP-promoter GFP reporter, fluorescence, 4 h; higher % means a stronger effect. one-dose inhibition, % at 50 µM; IC50 in µM for titrated hits. 310,000 compounds, 0.33% hits; in the data active means a potency from the dose series; inconclusive means inhibition mostly from about 25% at the one dose, without a potency; inactive means the rest, 99 in 100 with inhibition below about 19%;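 further: 0% = induced wells with vehicle and 100% = uninduced wells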
influenza NS1A: NS1A inhibition, H1N1 influenza, cell based functional assay (AID 504329). inhibition, % at 12.5 µM; hits with a dose series show IC50 in µM. NS1A functional cell-based assay, percent inhibition; higher % means a stronger effect. 340,000 compounds, 0.3% hits; in the data active means a potency from the dose series; inconclusive means inhibition above about 27% without an active follow-up result; further: strong numbers were not always called active
VEEV TC-83 Vero 10K pilot screen: recorded beside VEEV TC-83 Vero, whose call it bears; inhibition, %; measured here: 10K pilot screen inhibition
* marks the source's active call; other numbers are inactive results; i = inactive; u = inconclusive; x = no result given.

SMILES	M. tuberculosis	VEEV TC-83 Vero	H37Rv inhibition	Salmonella PhoP GFP	influenza NS1A	others
COc1ccc2c(c1)C(C)=CC(C)(C)N2S(=O)(=O)c1ccc(Br)cc1	16%	0.4%	0%	-6%	5%
COc1ccccc1C(=O)NCCc1c(C)[nH]c2c(C)ccc(F)c12	9%	0.9%	5%	6%	-7%
CCOc1ccc2nc(/N=C/c3c(C)[nH]n(-c4ccc(C)cc4)c3=O)sc2c1	u	0.3%	u	-4%	16%
COC(=O)C1=C(C)NC2=C(C(=O)CCC2)C1c1coc2ccccc2c1=O (stereo not given)	6%	1.5%	1%	-9%	-16%
COCCNC(=O)/C(C#N)=C/c1ccc(O)c([N+](=O)[O-])c1	22%	0.3%	-7%	12%	-11%
O=C(CN1CCN(CC(=O)Nc2ccccc2Cl)CC1)Nc1ccc(F)c(F)c1	41%	0.1%	21%	-1%	-5%
CN1CCN(C(=O)/C=C/c2cn(-c3ccccc3)nc2-c2ccc3c(c2)OCCO3)CC1	16%	6.3%	94%	0%	9%
COc1ccc(C)cc1S(=O)(=O)n1c([N+](=O)[O-])cnc1C	-6%	1.0%	3%	5%	-6%
O=C(CNC1CCCCC1)N1CCc2ccccc2C1	-7%	i	5%	-1%	0%
Cc1cc(C)c(NC(=O)CSc2cccc[n+]2[O-])c(C)c1	0%	0.7%	6%	x	8%
CN(C)c1ccc(S(=O)(=O)NCC(=O)OCC(=O)Nc2cc(Cl)cc(Cl)c2)cc1[N+](=O)[O-]	-13%	i	-4%	12%	8%
Cc1ccc(-c2cc(=O)c3cc(F)ccc3[nH]2)cc1	-8%	0.8%	-8%	-9%	-10%
COc1cccc(C(CC(=O)NCC2CCCO2)NS(=O)(=O)c2ccc(C)cc2)c1OC (stereo not given)	x	1.0%	x	x	-3%
CC1CCCC(C)N1CCNC(=O)Cn1nc(-c2ccccc2)ccc1=O (stereo not given)	3%	0.2%	4%	0%	0%
COc1ccc(C(=O)/C=C/c2ccc(OC)c(Cn3nnc4ccccc43)c2)cc1	57%	31%	14%	-6%	3%
COc1ccc(CCNS(=O)(=O)c2ccc(Br)s2)cc1	44%	1.3%	6%	-9%	-6%
O=C(NNC(=O)C1CCN(S(=O)(=O)c2cccc(C(F)(F)F)c2)CC1)C1CC1	1%	i	-7%	-8%	-15%
Cn1c(=O)c2c(nc(Sc3ncccn3)n2Cc2ccccc2Cl)n(C)c1=O	9%	1.4%	-3%	-11%	3%
O=C(Cc1cccs1)Nc1ccc2c(c1)C(=O)OC2	45%	i	-8%	-13%	-11%
COc1ccc(CCNC(=O)CO/N=C/c2cc3c(cc2Br)OCO3)cc1OC	2%	0.8%	-1%	-1%	3%
CCCCCOc1cccc(C2C(C(=O)c3cccs3)=C(O)C(=O)N2CCN2CCOCC2)c1 (stereo not given)	24%	1.9%	0%	4%	-2%
CC1CCCCC1NC(=O)CN1C(=O)c2cccc(N)c2C1=O (stereo not given)	x	0.2%	x	x	-3%
CCN(CC)CCOC(=O)c1ccc(Cl)cc1Cl	-1%	0.5%	2%	-2%	-11%
COc1ccc2[nH]c3c(c2c1)CCN1C(=O)C(CC(=O)NCCCN(C)C)C[C@H](C(=O)N2CCOCC2)[C@@]31CCC1CCCC1 (stereo not given in full)	x	1.9%	x	x	-3%
Cc1ccc(-c2csc(NC(=O)CSc3nc4ccccc4[nH]3)n2)cc1	x	2.1%	x	x	3%
Cc1ccc(-c2csc(/C=C3/SC(C)C(=O)N3CC(=O)Nc3ccccc3F)n2)cc1 (stereo not given)	x	1.3%	x	x	-1%
COc1ccc(NS(=O)(=O)c2ccc3c(c2)oc(=O)n3C)c(OC)c1	-19%	0.4%	-8%	10%	-4%
Cn1ccnc1SCC(=O)c1ccc(OC(F)F)cc1	4%	1.1%	-7%	17%	-8%
O=C(CSCc1cc(=O)n2ccsc2n1)Nc1ccc(F)cc1	-1%	4.4%	-2%	-4%	-7%
COc1ccc(N/C=C/C(=O)c2ccc(OC)c(OC)c2)cc1	-3%	1.2%	u	7%	-4%

Pulled by structure from the list above:
SMILES	M. tuberculosis	VEEV TC-83 Vero	H37Rv inhibition	Salmonella PhoP GFP	influenza NS1A	others
COc1ccc2[nH]c3c(c2c1)CCN1C(=O)C(CC(=O)NCCCN(C)C)C[C@H](C(=O)N2CCOCC2)[C@@]31CCC1CCCC1 (stereo not given in full)	x	1.9%	x	x	-3%
Cc1ccc(-c2csc(/C=C3/SC(C)C(=O)N3CC(=O)Nc3ccccc3F)n2)cc1 (stereo not given)	x	1.3%	x	x	-1%
O=C(Cc1cccs1)Nc1ccc2c(c1)C(=O)OC2	45%	i	-8%	-13%	-11%

A draw from above in order of number of heavy atoms, descending.
SMILES	M. tuberculosis	VEEV TC-83 Vero	H37Rv inhibition	Salmonella PhoP GFP	influenza NS1A	others
COc1ccc(CCNC(=O)CO/N=C/c2cc3c(cc2Br)OCO3)cc1OC	2%	0.8%	-1%	-1%	3%
Cn1c(=O)c2c(nc(Sc3ncccn3)n2Cc2ccccc2Cl)n(C)c1=O	9%	1.4%	-3%	-11%	3%
COc1ccc(NS(=O)(=O)c2ccc3c(c2)oc(=O)n3C)c(OC)c1	-19%	0.4%	-8%	10%	-4%

(continued)
SMILES	M. tuberculosis	VEEV TC-83 Vero	H37Rv inhibition	Salmonella PhoP GFP	influenza NS1A	others
O=C(CN1C(=O)NC(c2ccccc2)(c2ccccc2)C1=O)NCCc1ccc(F)cc1	19%	2.3%	-6%	x	1%
CN(CC(=O)Nc1ccccc1C(F)(F)F)C(=O)CCc1nc2ccccc2c(=O)[nH]1	-15%	1.6%	-9%	9%	-3%
C=CCN1C(=O)C(C(C)CC)NC1=S (stereo not given)	0%	0.9%	-17%	-9%	-6%
CCc1ccc(OCC(=O)N(C)C2CCS(=O)(=O)C2)cc1 (stereo not given)	8%	i	-4%	-4%	-7%
CCN(CCn1cccn1)C(=O)CCc1nnc(C2(c3ccc(Cl)cc3)CCC2)o1	17%	i	-3%	-2%	6%
CCCCOc1nc2ccccc2c(=O)n1-c1ccccc1	21%	0.1%	7%	5%	-7%
Cn1cc(C(=O)N2CCC3(CC2)OCCO3)c2c3ccccc3n(C)c2c1=O	12%	3.6%	1%	3%	-3%
Cc1c(C(=O)NCc2ccco2)sc2nc(-c3ccccc3)cn12	4%	7.1%	-15%	-3%	11%
O=C(COC(=O)C1=COCCO1)Nc1ccccc1	3%	1.0%	66%	2%	1%
Cc1nc2c(=O)[nH]c(=S)[nH]c2[nH]c1=O	x	1.2%	x	x	-14%
COc1ccc(NC(=O)CSc2nc(C3CC3)nc3ccccc23)cc1	12%	i	-6%	5%	11%
CCCCCCNC1=NCCS1	10%	0.4%	-3%	28%	-21%
O=C(COc1ccc2ccccc2c1)N1CCN(CC2CC3C=CC2C3)CC1 (stereo not given)	20%	0.2%	3%	1%	-4%
COCCN1C=C2C(=O)C(C)(OC(=O)CCC(=O)OC)C(=O)C(Br)=C2C=C1c1ccc(OC)cc1 (stereo not given)	29%	3.8%	4%	13%	4%
Cc1ccc(CS(=O)(=O)Cc2ccc(C(=O)NC3CCCC3)o2)cc1	-14%	i	-6%	6%	-39%
Cc1ccc(C(C)C)c(OCCCN2CCc3ccccc3C2)c1	33%	i	19%	-6%	-4%
CS(=O)(=O)NCCCc1ccccc1	-1%	1.6%	-3%	-3%	-23%
CCOCCCn1c(C)nc2c(c1=O)c1nc3ccccc3nc1n2-c1ccc2c(c1)OCCO2	-6%	x	-7%	5%	x
CC(C)NC(=O)N(C)C[C@H]1Oc2ccc(NS(=O)(=O)c3cccs3)cc2C(=O)N([C@H](C)CO)C[C@@H]1C	16%	i	1%	x	5%
CCCOc1ccc(N2CC(C(=O)Nc3ccccc3C(=O)NCc3ccco3)CC2=O)cc1 (stereo not given)	33%	2.1%	13%	4%	4%
CC1=C(C(=O)NC2CC(C)(C)Cc3c2cnn3-c2ccc(C)cc2)OCCO1 (stereo not given)	19%	1.9%	2%	-7%	-3%
Cn1c(=O)n(C)c2cc([N+](=O)[O-])c(N3CCN(CCO)CC3)cc21	-2%	1.1%	-6%	2%	-5%
Nc1nc2nc[nH]c2c(=O)[nH]1	4%	4.9%	-8%	-21%	1%
COc1ccc(OCC(=O)N/N=C/c2ccncc2)cc1	8%	0.3%	-1%	22%	-4%
O=C(O)C1SCCN1S(=O)(=O)c1ccc2ccccc2c1 (stereo not given)	-2%	0.2%	3%	-4%	-5%
N#Cc1ccc(NC(=O)c2cccs2)nc1	5%	0.8%	1%	12%	-10%
CNC(=O)c1sc(=S)n(-c2ccc(OC)cc2)c1N	-11%	0.2%	3%	1%	4%
CN(C)c1ccc(C2CNC(c3ccc(Cl)c([N+](=O)[O-])c3)c3[nH]c4ccccc4c32)cc1 (stereo not given)	58%	9.0%	u	-3%	-13%
Cc1ccc(OCC(=O)NNC(=O)CCC(=O)NCc2ccccc2)cc1	11%	2.0%	4%	-6%	-2%
COc1ccc(Cn2nnnc2C(c2ccccc2Cl)N2CCN(C)CC2)cc1 (stereo not given)	x	0.5%	x	x	-2%
COc1cc(C(O)c2nc3ccccc3s2)cc(OC)c1OC (stereo not given)	-3%	i	6%	7%	-4%
O=C(O)C1=C[C@@H](C2CCCCC2)C[C@@H](OCc2ccc(CO)cc2)O1	0%	0.5%	-5%	-10%	-4%	VEEV TC-83 Vero 10K pilot screen=4.6
COc1c2ccoc2cc2oc(=O)ccc12	8%	5.7%	-4%	x	1%
CC1CN(C(=O)c2cc(S(=O)(=O)N3CCN(c4ccccc4)CC3)ccc2Cl)CC(C)O1 (stereo not given)	4%	4.1%	-4%	9%	-17%
O=C1CSC2N1CCNC21CCCCC1 (stereo not given)	-3%	0.1%	3%	-2%	12%
Cc1noc(C)c1COc1ccccc1C(=O)N(C)Cc1ccc(C(C)(C)C)cc1	39%	4.3%	12%	x	-5%
COc1cc(/C(C)=N/NC(=O)C(O)(c2ccccc2)c2ccccc2)ccc1O	2%	2.3%	-6%	13%	-12%
O=c1[nH]cc(COCC(F)CCl)c(=O)[nH]1 (stereo not given)	-14%	i	-3%	6%	-13%
CCOC(=O)c1c(S(=O)(=O)N2CCN(c3ccc(F)cc3)CC2)c(C)n(C)c1C	4%	2.8%	-5%	3%	7%
Cc1c(Cl)cccc1N1C(=O)CC(NNC(=O)c2cccs2)C1=O (stereo not given)	68%	i	8%	7%	5%
CC(=O)NCc1cc(-c2ccc(Cl)cc2)no1	6%	0.9%	-6%	5%	0%
COc1cc(NC(=O)C2=C(N3CCOCC3)/C(=C\c3ccc(Cl)cc3Cl)CC2)cc(OC)c1OC	0%	i	-10%	-8%	-2%
CSc1cccc(Nc2ccc(S(=O)(=O)N3CCOCC3)cc2[N+](=O)[O-])c1	19%	0.5%	-7%	x	16%
CCCCCC(=O)Nc1cccc(S(=O)(=O)NC2=NCCCCC2)c1	14%	i	2%	x	-11%
O=C(CSc1ccccn1)Nc1ccc2[nH]c(=O)[nH]c2c1	7%	2.2%	-4%	x	4%
Cc1ccc(N=C2C(=O)Nc3c(C)cccc32)cc1	40%	0.7%	-7%	-9%	-20%
COc1cccc(N2C(=O)CC(=O)NC2=O)c1	0%	i	7%	-11%	5%
Cc1ccc(S(=O)(=O)NC(C)C(=O)Nc2ccc3c(c2)OCO3)cc1 (stereo not given)	-3%	0.4%	-10%	2%	-6%
COc1cccc(-n2c(O)c(C=NCCN3CCOCC3)c(=O)[nH]c2=O)c1	1%	1.0%	2%	-5%	-8%
Cc1ccc(S(=O)(=O)Nc2cc(C)c(O)c(S(=O)(=O)c3ccc(C)cc3)c2)cc1	14%	i	1%	7%	-1%
CCN(CC)CCOC(=O)c1ccc(N/C=C(/C#N)c2nc(-c3ccc(OC)cc3)cs2)cc1	u	5.9%	u	9%	13%
N/C(=N\OC(=O)c1ccccc1Cl)c1ccccc1	-2%	i	-16%	-6%	2%
COC(=O)c1cc(OC(=O)c2ccc(=O)[nH]c2)cc(C(=O)OC)c1	6%	1.1%	7%	9%	-3%
COc1ccccc1-n1c(O)c(C=NCCCn2ccnc2)c(=O)[nH]c1=O	3%	2.0%	-3%	0%	-16%
Cn1nc([N+](=O)[O-])nc1Oc1ccccc1C(=O)N1CCOCC1	-3%	i	6%	19%	-4%
O=C(NCc1ccc2c(c1)OCO2)c1ccc2c(=O)n(C3CCCC3)c(=O)[nH]c2c1	16%	4.7%	3%	3%	-19%
CCOc1ccc(CNc2ccc(N3CCN(Cc4ccccc4)CC3)cc2)cc1	72%	i	6%	1%	50µM*
COCC(C)NC(=O)CSc1ncnc2sc(-c3ccccc3)cc12 (stereo not given)	19%	5.7%	-1%	-17%	-7%
